Cycloheximide cs: Cycloheximide Counterscreen for Small Molecule Inhibitors of Shiga Toxin; cell reporter, cycloheximide protein synthesis inhibition counterscreen; max response, %; actives 12% (n = 300,000); AID 2314, 2010; in the data active = max response mostly above about 13%, no sharp cut-off; inactive = mostly below about 14%; also: read at 38.3 µM for the half of the compounds with a filed dose; 0% is about no effect
TbPYK inhibitor: qHTS of Trypanosoma Brucei Inhibitors; actives 0.12% (n = 410,000); pyruvate kinase (Trypanosoma brucei), Q57TT1; TbPYK enzyme, Kinase-Glo Plus ATP luminescence, 45 min; Potency, µM (series often up to 76.8 µM), for the others: at the top dose activity, negative = inhibition, usual class: inhibitors; also: potency is read from the fitted curve at half-maximal effect; % is scaled to controls: 0 for no effect and ±100 for the full control effect; nearly all actives have a fitted effect of over 50% in size
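In this concentration-response screen, enzyme-free wells defined baseline while DMSO plates tracked drift. Each reaction combined TbPYK, substrate, compound and 130 uM ADP for 45 min at room temperature. Kinase-Glo Plus luminescence gave the signal.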
AMA1 RON2 block: qHTS for Inhibitors of AMA1-RON; Towards Development of Antimalarial Drug Lead: Primary Screen | actives 0.2% (n = 360,000) | Potency, µM (highest dose often 58.2 µM), for the others: at the top dose activity change, negative = inhibition, actives largely listed as inhibitors | Plasmodium falciparum AMA1 (3D7) - RON2 peptide interaction | AlphaScreen AMA1-biotinylated RON2 peptide binding;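 also: potency is read from the fitted curve at half-maximal effect; 0% = vehicle wells and -100% = peptide control; nearly all actives have a fitted effect of over 45% in size; some results filed as inactive show a strong effect at the top dose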
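AMA1 (3D7) with his tag at 25 nM final met compounds first, then biotinylated RON2 peptide at 25 nM; detection used donor plus acceptor beads, 10 µg/mL apiece, read by AlphaScreen after 30 min at room temperature.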
Pf growth 96h: Primary qHTS for delayed death inhibitors of the malarial parasite plastid, 96 hour incubation | P. falciparum luciferase reporter growth, 96 h | actives 6.9% (n = 320,000) | Potency, µM (top dose mostly 28.7 µM), for inactives: at the top dose activity change, negative = inhibition, actives largely listed as inhibitors; also: potency is read from the fitted curve at half-maximal effect; % is scaled to controls: 0 for no effect and ±100 for the full control effect
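Readout is luminescence from an integrated firefly luciferase in P. falciparum. Red cells, 2% hematocrit and 0.05% parasitemia final, were cultured with compound through two parasite generations (96 hours) at 37 C, 5% CO2.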
Pf growth 48h: Primary qHTS for delayed death inhibitors of the malarial parasite plastid, 48 hour incubation | P. falciparum luciferase growth in erythrocytes, 48 h | Potency, µM (top dose mostly 28.7 µM), inactives show top-dose activity change, negative = inhibition, hits mostly inhibitors | AID 504832, 2011 | actives 5.9% (n = 310,000); also: potency is read from the fitted curve at half-maximal effect; % is scaled to controls: 0 for no effect and ±100 for the full control effect
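Read-out is firefly luciferase luminescence from an integrated reporter in P. falciparum, so falling signal marks reduced parasite growth. Infected erythrocytes were at 2% hematocrit and 0.1% parasitemia (final) in Albumax-supplemented RPMI 1640.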
Shiga inhibitor: A qHTS for Small Molecule Inhibitors of Shiga Toxin | Vero cells, Shiga toxin protein synthesis inhibition reporter | inhibition, % at 38.7 µM | actives 9.2% (n = 290,000) | AID 2315, 2010; in the data active = inhibition mostly above about 28%, no sharp cut-off; inactive = mostly below about 43%; also: 0% is about no effect
LmPK inhibitor: qHTS Assay for Inhibitors of Leishmania Mexicana Pyruvate Kinase (LmPK); Q27686; purified LmPK, Kinase-Glo ATP luminescence, 1 h; Potency, µM (highest dose often 57.5 µM), inactives show top-dose activity change, negative = inhibition, hits mostly inhibitors; actives 0.37% (n = 290,000); AID 1721, 2009; also: potency is read from the fitted curve at half-maximal effect; % is scaled to controls: 0 for no effect and ±100 for the full control effect
Target sequence (Q27686 whole entry, looked up): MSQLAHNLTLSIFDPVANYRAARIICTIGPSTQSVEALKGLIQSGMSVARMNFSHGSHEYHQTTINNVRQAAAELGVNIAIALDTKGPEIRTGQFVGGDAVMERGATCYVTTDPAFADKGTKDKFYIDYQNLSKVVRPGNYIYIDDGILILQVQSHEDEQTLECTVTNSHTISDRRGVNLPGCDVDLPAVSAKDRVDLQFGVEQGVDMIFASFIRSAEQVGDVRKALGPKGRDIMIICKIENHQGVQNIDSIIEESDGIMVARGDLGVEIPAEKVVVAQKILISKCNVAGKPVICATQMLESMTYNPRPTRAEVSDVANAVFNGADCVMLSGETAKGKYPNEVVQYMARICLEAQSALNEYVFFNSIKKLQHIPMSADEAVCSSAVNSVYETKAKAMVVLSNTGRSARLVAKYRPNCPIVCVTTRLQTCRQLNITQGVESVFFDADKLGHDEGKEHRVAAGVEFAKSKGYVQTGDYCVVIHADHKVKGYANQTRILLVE
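In 50 mM imidazole pH 7.2 with 7 mM MgCl2, LmPK (0.1 nM) turned over PEP (0.5 mM) and ADP (0.1 mM) for 1 h at room temperature. Luciferase read-out of ATP.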
The depositor's hits bear a star; i = inactive; ? = inconclusive; . = not tested or not shown; & = joins results of further samples; [ ] = dose if it differs, or a comment. Unless noted, calls follow the shape of the dose curve; as a rule, active = well fitted curve in the direction sought with a large enough effect; inconclusive = small, poorly fitted or top-dose-only effect, or another doubt; inactive = no such curve, though single readings can be large; an effect the other way counts as inactive or inconclusive.

Molecule | Cycloheximide cs | TbPYK inhibitor | AMA1 RON2 block | Pf growth 96h | Pf growth 48h | Shiga inhibitor | LmPK inhibitor
COc1ccc(CC(=O)O/N=C(\N)c2ccccn2)cc1OC | 34.6* | 0.3% | 93.1%[activator] | -29.7% | 22.1% | 54.5* | 1.0%
COC(=O)c1ccccc1NC(=O)NCc1c(C)nn(C)c1C | 4.1 | -9.9% | -13.6% | ? | 38.9%[activator] | 6.2 | -4.7%
CC(=O)c1ccc(NC(=S)N(CCCN(C)C)Cc2ccccc2)cc1 | 6.7 | -2.2% | 5.8% | ? | ? | -4.6 | 3.5%
CCOC(=O)c1cc(NC(=O)Nc2ccc(Br)cc2)c(C)nc1C | -6.6 | 8.3% | -7.7% | -10.0% | ? | 12.8 | -3.7%[11.5 µM]
CCC(=O)N(C)CCc1cc2c(c(OC)c1/C=N/Nc1ccc(C(=O)O)cc1)OCO2 | 35.2* | -3.6% | 0.2% | 4.9% | 40.2%[activator] | 36.4 | 0.2%
O=c1[nH]c(-c2ccccn2)cc2ccccc12 | 36.4* | -12.4% | 51.5%[activator] | 13.8% | 93.4%[activator] | 52.0* | -17.3%
CCC(C)NC(=O)Cn1cnc([N+](=O)[O-])c1 (centres undefined) | -1.0 | 4.0% | 4.7% | 23.5% | 13.0% | -6.0 | 3.1%
CCN(Cc1cccs1)C(=O)c1cccc(S(=O)(=O)N2CCN(C)CC2)c1 | . | 7.6% | -19.9% | ? | -4.6% | . | .
O=C(NCc1ccccc1)c1cc2ccc(O)cc2oc1=O | 21.4* | ? | 1.3% | -9.6% | 37.6%[activator] | 42.2* | ?
CCOc1ccc(NC(=O)C2=C(C)NC(=S)NC2c2ccc(O)c(OC)c2)cc1 (centres undefined) | -0.8 | -6.6% | 4.4% | 29.1% | -1.7% | -7.7 | 0.4%
CC(=O)/C(C#N)=C1\NC(=O)C(Cc2ccccc2)S1 (centres undefined) | 13.5 | -5.8% | 1.1% | . | -0.1% | 16.3 | -4.4%
CC(=O)Nc1ccc(S(=O)(=O)N[C@@H](C)C(=O)OCc2cc([N+](=O)[O-])cc3c2OCOC3)cc1 | -7.2 | -3.7% | 14.2% | 21.5% | 50.8%[activator] | -3.1 | 5.6%
Cc1ccccc1CN1CCc2cc([N+](=O)[O-])ccc21 | 8.8 | 1.6% | -28.0% | ? | ? | 27.3 | -3.5%
CN1CCN(c2ncnc3c2cnn3C)CC1 | -1.3 | 9.6% | -3.0% | 32.2%[activator] | 7.8% | 11.7 | -4.6%
CS(=O)(=O)c1ccc(-c2nnn(CC(=O)N3CCCCC3)n2)cc1 | 1.0 | 1.5% | 8.2% | 11.7µM* | 1.9% | -2.2 | -2.8%
CCCCC[C@]12Cc3cc(OC)c(OC)cc3[C@H](O1)c1c(cc(C)oc1=O)O2 | -3.0 | . | . | ? | 4.9%[5.75 µM] | i | -12.6%[11.5 µM]
Cc1ccccc1C(=O)N1CCC(C(N)=O)CC1 | 7.5 | -13.8% | -2.4% | . | -0.3% | 1.3 | -0.3%
O=C(/C=C/c1ccc(Cl)cc1)Nn1c(-c2cccs2)nc2ccccc2c1=O | -2.1 | 1.0% | -3.9% | . | 3.0% | -14.3 | 0.9%
Cc1ccccc1CS(=O)(=O)Cc1ccc(C(=O)NCCCN2CCOCC2)o1 | -1.2 | -2.7% | -8.1% | ? | 4.3% | -4.9 | 5.4%
Cc1ccc(C)c(NC(=O)c2cc(S(=O)(=O)N3CCCCC3)ccc2N2CCOCC2)c1 | . | -2.7% | -3.5% | 0.0% | ? | . | .
O=C(CNc1ccccc1)N/N=C/c1ccc([N+](=O)[O-])o1 | 1.4 | -1.3% | 5.0% | 2.62µM* | 3.7µM* | 18.6 | 1.0%
COc1ccc(CCNC(=O)CS(=O)Cc2nc(-c3ccccc3F)oc2C)cc1OC (centres undefined) | -2.7 | -8.6%&-7.5% | 3.7% | -0.4% | 5.6% | -8.6 | -5.7%
CCN1CCN(c2nn3c(=O)c4ccccc4nc3c3ccccc23)CC1 | 9.9 | -1.5% | 1.2% | ? | 22.0% | -7.8 | 2.0%
Cc1nc2c(C)cccn2c1C(=O)N/N=C/c1ccccc1[N+](=O)[O-] | -0.7 | -1.7% | 12.0% | 12.0% | 3.2% | -11.1 | 9.5%
CCN(CC)CCNC(=O)c1ccc(NC(=O)c2ccc(C(=O)c3ccccc3)cc2)cc1 | . | -1.3% | -16.0% | 10.4µM* | 5.86µM* | . | .
COc1cc(C)c(CN2CCC(n3nccc3NC(=O)C3CC3)CC2)cc1C | -1.0 | -9.8% | -11.9% | 13.5% | ? | -3.7 | -2.4%
Cc1nnc(SC(C)C(=O)Nc2ncc(Cl)cc2Cl)n1Cc1ccccc1 (centres undefined) | -6.7 | 3.9% | ? | 2.08µM* | ? | -12.6 | -1.3%
Cc1cc(C)c(S(=O)(=O)NCc2csc(C)n2)c(C)c1 | 4.5 | 1.5% | -5.9% | ? | 0.7% | 0.9 | -0.3%
CC(C)CCNc1nc(N)c([N+](=O)[O-])c(NC2CCCCC2)n1 | -6.5 | -1.8% | -0.3% | ? | -29.9% | -7.5 | -1.0%
O=C(NCc1ccccc1F)C(=O)NCC1CCCN1S(=O)(=O)c1cccs1 (centres undefined) | . | ? | 5.4% | ? | ? | . | .
Cc1ccc(C(C)C)c(OCCNC(=O)c2cncc(Br)c2)c1 | 1.8 | 2.4% | 13.9% | ? | ? | 11.9 | 1.7%
C=CCn1c(=O)c2c(nc3n2CCN3c2cccc(Cl)c2C)n(C)c1=O | -4.8 | 1.2% | -12.5% | ? | ? | -12.2 | 3.9%
O=C(CCNC(=O)c1ccc([N+](=O)[O-])cc1)NNC(=O)c1ccccc1F | . | 0.7% | 22.3% | -20.3% | 9.5% | . | .
O=C1CC(N2CCSCC2)C(=O)N1c1cccc(Cl)c1 (centres undefined) | -3.6 | -0.8% | 0.0% | ? | 23.7% | -8.2 | 1.6%
C/C(=N\NC(=O)c1ccc(NS(=O)(=O)c2cccs2)cc1)c1cccs1 | 16.7 | -0.6% | 14.1% | 12.3% | -6.8% | 15.5 | 2.9%
CC12CS(=O)(=O)CC1SC(=S)N2Cc1ccccc1 (centres undefined) | -3.9 | -0.2% | -17.4% | 0.0% | 4.7% | -9.5 | -6.5%[11.5 µM]
Cc1cc(Nc2ccccc2Cl)n2nnnc2n1 | 12.8 | 1.7% | -2.6% | -20.9% | . | -9.3 | -0.8%
COc1ccc(/C(O)=C2/C(=O)C(=O)N(c3ncccn3)C2c2ccc(OC)c(OC)c2)cc1 (centres undefined) | -1.3 | -15.2% | 4.7% | 54.1%[activator] | 13.2% | -1.2 | 3.2%
Cc1nc(C/C(=N\Nc2ccccc2)c2ccc(O)cc2O)cs1 | 7.9 | -7.3% | -7.6% | 43.7%[activator] | 0.0% | 21.3 | 3.2%
Cc1ccc(CS(=O)(=O)c2cn(CC(=O)N3CCOCC3)c3ccccc23)cc1 | 19.2 | ? | 0.3% | ? | -6.0% | 15.6 | 0.6%
COc1ccc(S(=O)(=O)NC2CC(=O)N(c3ccccc3)C2)cc1C (centres undefined) | . | -4.7% | -11.7% | 56.4%[activator] | 17.0% | . | .
O=C(CSc1nnc2n(C3CCCC3)c(=O)c3ccccc3n12)N1CCCCCC1 | -1.2 | 0.5% | -6.4% | . | ? | -11.8 | 0.1%
Nc1nc(NCCOCCO)nc(NC2CCCCC2)c1[N+](=O)[O-] | -2.6 | 0.4% | 0.0% | 11.7µM* | ? | 1.7 | 0.9%
C(=N\Nc1nn2cnnc2c2ccccc12)/c1ccco1 | 12.0 | 0.4% | 72.1%[activator] | 6.9% | 62.7%[activator] | 6.4 | -3.7%
Cc1oc(C(C)(C)C)cc1C(=O)Nc1ccc2c(c1)OCO2 | 32.2* | 0.4% | -25.0% | 25.9% | 34.2%[activator] | 78.8* | -3.1%

Some entries already given with just Cycloheximide cs.
| mol | Cycloheximide cs |
| --- | --- |
| O=C(/C=C/c1ccc(Cl)cc1)Nn1c(-c2cccs2)nc2ccccc2c1=O | -2.1 |
| Cc1ccccc1CS(=O)(=O)Cc1ccc(C(=O)NCCCN2CCOCC2)o1 | -1.2 |

(cont.)
Molecule | Cycloheximide cs | TbPYK inhibitor | AMA1 RON2 block | Pf growth 96h | Pf growth 48h | Shiga inhibitor | LmPK inhibitor
O=C(/C=C/c1ccccc1)NC(N1CCOCC1)C(Cl)(Cl)Cl (centres undefined) | 29.7* | -0.5% | 3.8% | 24.3% | 53.3%[activator] | 41.8 | 7.7%
O=C1OC(c2ccc(Cl)cc2)/C(=C(/O)c2ccccc2)C1=O (centres undefined) | 37.1* | 9.0% | 16.7% | 101.7%[activator] | 29.2% | 65.4* | 2.6%
CCN(CC)S(=O)(=O)c1ccc(N2CCOCC2)c(NC(=O)c2cc(=O)[nH]c3ccccc23)c1 | -2.8 | 1.0% | 0.9% | -21.9% | -18.9% | -10.8 | -0.8%
CCN(CC)c1ccc(S(=O)(=O)N2CCOCC2)cc1NC(=O)c1cc(=O)c2ccccc2o1 | 9.6 | -1.7% | 1.3% | ? | ? | 7.9 | 6.6%
CCCNC(=S)N1CCC(C(=O)c2ccc3c(c2)OCCO3)CC1 | 10.4 | -12.1% | 5.3% | -5.9% | -0.5% | 28.9 | -6.8%
COc1cc(/C=C2\SC(=Nc3ccccc3)N(Cc3ccco3)C2=O)ccc1OC(C)C(=O)O (centres undefined) | -7.0 | -9.5% | -12.2% | ? | ? | -6.2 | 0.0%
CCN(CC(=O)Nc1sc2c(c1C#N)CCC(C)C2)CC(=O)NC1CCS(=O)(=O)C1 (centres undefined) | 19.0* | -16.3% | 32.9%[activator] | 11.7µM* | 0.0% | 42.0* | 1.0%
COC(=O)c1n[nH]c2ccccc12 | -2.7 | -14.8% | 5.3% | . | 7.9% | -12.3 | -2.5%
Nc1nc(N)nc(COc2ccccc2)n1 | 41.5* | -2.0% | 9.4% | 5.7% | 210.2%[activator] | 95.8* | -18.1%
Cc1[nH]c2ccccc2c1C(=O)C(=O)N1CCN(c2ccccc2Cl)CC1 | -0.4 | -0.6% | -6.1% | ? | ? | -8.7 | 8.2%
CCOc1ccc(S(=O)(=O)Nc2nc3ccc(OC)cc3s2)cc1 | -2.2 | -3.5% | 1.3% | 1.2% | . | -5.5 | 2.4%
